Bioassay records as filed in PubChem BioAssay.
pPAFAH inh = pPAFAH (human) enzyme inhibition; recombinant pPAFAH, FP-rhodamine probe fluorescence polarization; inhibition, % at 3.39 µM; 1.5% of 330,000 active; AID 463082;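 active = inhibition above the mean inhibition across the screen plus 3 SD, cut at about 25% in these data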;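 note: inhibitors block binding of the rhodamine activity-based probe so polarization drops; 0% = enzyme with DMSO and 100% = wells lacking pPAFAH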
BCLXL inh = inhibitors of human Bcl-xL. inhibition, % at 10.9 µM. GST-Bcl-xL / FITC-Bim BH3 peptide fluorescence polarization. Q07817. AID 2129. 0.7% of 320,000 active;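 active = inhibition above the mean of all tested compounds plus 3 SD, cutoff set per campaign, cut at about 30% in these data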;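 note: 0% = DMSO wells and 100% = unlabeled Bim-BH3 peptide competitor; inhibitors lower millipolarization by displacing the labeled peptide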
Target sequence (Q07817 whole entry, looked up): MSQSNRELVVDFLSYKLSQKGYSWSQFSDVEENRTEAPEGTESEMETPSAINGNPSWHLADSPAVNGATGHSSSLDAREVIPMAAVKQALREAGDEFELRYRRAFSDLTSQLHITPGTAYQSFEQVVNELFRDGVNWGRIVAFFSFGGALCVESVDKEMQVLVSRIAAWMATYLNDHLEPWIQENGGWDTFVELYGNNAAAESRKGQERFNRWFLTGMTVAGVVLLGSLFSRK
GLD-1 TGE inh = GLD-1-TGE RNA interaction inhibition (C. elegans); Q17339; purified GLD-1 + fluorescein TGE RNA, fluorescence polarization; inhibition, % at 5.96 µM; 0.44% of 320,000 active; AID 2280;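 active = percent inhibition above a per-plate cutoff, the plate mean of test compounds plus 3 SD, cut at about 30% in these data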;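 note: 0% = DMSO wells with GLD-1 and probe and 100% = wells lacking GLD-1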
PAFAH1B2 FP inh = PAFAH1B2 (human) inhibition; AID 492953; 1.2% of 340,000 active; inhibition, % at 3.39 µM; recombinant PAFAH1B2, FP-rhodamine activity probe, fluorescence polarization; P68402;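 active = inhibition above the mean of all tested compounds plus 3 SD, cut at about 24% in these data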;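 note: 0% = enzyme with DMSO and 100% = wells lacking PAFAH1B2; many of its hits are not listed in these tables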
Target sequence (P68402 whole entry, looked up): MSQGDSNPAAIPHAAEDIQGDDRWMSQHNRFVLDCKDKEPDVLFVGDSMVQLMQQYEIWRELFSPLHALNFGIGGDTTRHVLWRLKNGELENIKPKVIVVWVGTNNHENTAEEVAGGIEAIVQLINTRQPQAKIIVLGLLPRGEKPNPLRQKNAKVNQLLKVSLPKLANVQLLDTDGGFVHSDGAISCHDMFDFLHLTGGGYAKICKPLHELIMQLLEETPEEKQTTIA
MCL1 BIM primary = disrupts human MCL1 binding to BIM-BH3 peptide. Q07820. GST-MCL1 / FITC-Bim-BH3 fluorescence polarization. inhibition, % at 10.9 µM. 0.68% of 320,000 active. AID 2057;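 active = inhibition above the mean inhibition of all tested compounds plus 3 SD, set per campaign, cut at about 40% in these data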;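 note: 0% = DMSO wells and 100% = unlabeled Bim-BH3 peptide control; higher means more loss of mP so more displacement of Bim peptide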
Fam108B counter = blocks mouse Fam108B hydrolase in RBBP9 counter-screen. recombinant Fam108B, FP-Rh probe fluorescence polarization. inhibition, % at 9.51 µM. 0.33% of 300,000 active;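 active = inhibition above the screen mean inhibition plus 3 SD, computed separately per campaign, cut at about 18% in these data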;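 note: inhibitors lower polarization as less probe binds the enzyme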
MEX-5 binding = C. elegans MEX-5 TCR-2 RNA binding activity. MEX-5/FITC-TCR2 RNA binding, fluorescence polarization; stronger effect = lower value. activity score (negative = inhibition of binding), % at 10 µM. 0.38% of 300,000 active;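 active = inhibition past about -25% in most replicates, and total fluorescence under double the plate's negative control median, limit read from the data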;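 note: 0% = DMSO and -100% = 5 µM competing unlabeled TCR2 RNA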
Target sequence (Q9XUB2 whole entry, looked up): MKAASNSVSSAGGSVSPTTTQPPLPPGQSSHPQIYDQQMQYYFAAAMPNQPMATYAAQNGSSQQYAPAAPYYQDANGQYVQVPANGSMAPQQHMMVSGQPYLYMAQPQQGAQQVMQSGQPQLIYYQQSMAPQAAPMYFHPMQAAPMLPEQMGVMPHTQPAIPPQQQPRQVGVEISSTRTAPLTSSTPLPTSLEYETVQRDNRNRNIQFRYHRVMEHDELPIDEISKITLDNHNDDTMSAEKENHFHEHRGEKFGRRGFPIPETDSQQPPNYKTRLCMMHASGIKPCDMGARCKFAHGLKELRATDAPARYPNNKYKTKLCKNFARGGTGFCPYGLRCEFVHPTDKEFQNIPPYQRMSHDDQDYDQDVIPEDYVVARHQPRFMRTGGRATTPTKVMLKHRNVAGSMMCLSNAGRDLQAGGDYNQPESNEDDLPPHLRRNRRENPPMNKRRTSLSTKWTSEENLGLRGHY
AHR act = human AHR activation. AHR-responsive luciferase reporter cells, luminescence. activation, % at 5 µM. 2.5% of 320,000 active; in the data active = activation above about 47%;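 note: 0% = vehicle wells and 100% = reference agonist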
PME-1 primary = blocks human protein phosphatase methylesterase 1 | 0.53% of 320,000 active | AID 2130 | recombinant PME-1, FP-Rh probe fluorescence polarization | inhibition, % at 5.9 µM | Q9Y570;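 active = inhibition above the campaign mean of all compounds plus 3 SD, cut at about 26% in these data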;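 note: competitive labeling of PME-1 active site by serine hydrolase directed probe; 0% = PME-1 with DMSO and 100% = wells lacking PME-1 enzyme; inhibitors block probe labeling so polarization falls and inhibition rises; many of its hits are not listed in these tables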
Starred values were filed as active, the others as inactive; · = no result given.

SMILES	pPAFAH inh	BCLXL inh	GLD-1 TGE inh	PAFAH1B2 FP inh	MCL1 BIM primary	Fam108B counter	MEX-5 binding	AHR act	PME-1 primary
COc1ccc2cc(-c3cc(C(=O)O)c4ccccc4n3)ccc2c1	-18	3	-5	-4	-3	-2	-1.8	-14	-12
O=[N+]([O-])c1ccc(N2CCN(Cc3cccc([N+](=O)[O-])c3)CC2)cc1	2	2	4	-2	2	1	1.2	-2	2
COc1ccc(NS(=O)(=O)c2ccc(Br)s2)cc1OC	6	3	6	7	5	-3	-0.3	-3	2
Cc1cc(C)c(S(=O)(=O)N2CCN(c3ccc([N+](=O)[O-])c(NCC4CCCO4)c3)CC2)c(C)c1 (configuration not stated)	5	1	1	9	3	0	0.5	1	-1
O=C(c1ccc(N2C(=O)C3CC=C(Cl)CC3C2=O)cc1)N1CCOCC1 (configuration not stated)	-2	6	3	-3	15	-1	-0.9	2	-5
O=C(Nc1ccccc1)N1CCN2C(=O)c3ccccc3C12c1ccccc1 (configuration not stated)	0	1	8	9	0	0	-0.4	7	7
O=C(NCc1csc(-c2ccccc2)n1)c1cc(F)cc2c1OCOC2	5	-2	0	2	1	0	0.2	0	1
COc1cccc(C(=O)C2CCCN(Cc3cccn3-c3ccccn3)C2)c1 (configuration not stated)	-2	2	-6	1	0	-2	1.3	12	-3
O=C(Nc1nc2cc3c(cc2s1)OCO3)C1CCCCC1	5	-2	8	1	-6	5	1.4	27	11
CCC(C)C(NC(=O)OC(C)(C)C)C(=O)NC(CC(C)C)C(N)=O (configuration not stated)	-3	4	6	4	7	-3	0.2	5	-8
CCOC(=O)N1CCC(NC(=O)CN(C)S(=O)(=O)c2cc3c(cc2Cl)NC(=O)CO3)CC1	2	0	-2	-6	0	1	0.4	3	7
O=C(c1ccccc1)c1ccc(OCC(=O)N2CCOCC2)cc1	3	0	-9	5	-5	-3	-1.5	2	-3
Cc1ccc(S(=O)(=O)Oc2ccc(/C=C3/C(=N)N4C(=NC3=O)SN=C4S(C)(=O)=O)cc2)cc1	3	4	2	50*	0	-4	-3.6	2	4
Cc1cc2c(ncn2C)c(NS(=O)(=O)c2ccc(F)cc2)c1C	1	-1	-8	1	3	-1	-0.1	2	0
C=CCNC(=S)Nc1sc2c(c1C(N)=O)CCCC2	3	12	4	·	8	2	0.1	58*	-7
Cc1noc(C)c1S(=O)(=O)N(C)C[C@H]1Oc2c(NC(=O)NC3CCCCC3)cccc2C(=O)N([C@H](C)CO)C[C@@H]1C	5	·	5	6	·	·	·	0	·
CCc1ccc(C2NC(c3ccc(CC)cc3)C([N+](=O)[O-])C(C)(C)C2[N+](=O)[O-])cc1 (configuration not stated)	-2	0	-7	-2	-4	6	2.2	0	-5
CC1(C)CN(C(Cc2ccccc2)C(N)=O)C1=O (configuration not stated)	4	4	-2	5	-4	-5	-0.1	0	1
CC1CCCCN1C(=O)c1cc(S(=O)(=O)N2CCOCC2)ccc1Cl (configuration not stated)	1	·	8	0	·	·	·	0	·
CC(C)(C)c1nnc2sc(SCC(=O)N3CCc4ccccc43)nn2c1=O	-5	5	4	2	6	5	-2.3	6	2
CCc1nn(CCCC(=O)NC(C)c2ccccc2)c(=O)c2cc3occc3n12 (configuration not stated)	5	6	-4	5	8	2	1.4	-1	2
CC1CCN(CCCNC(=O)c2ccc(Cn3c(=S)[nH]c4ccc(Br)cc4c3=O)cc2)CC1	-5	-9	3	·	-9	-6	2.1	1	-11
Cc1ccccc1CSCC(=O)NCCSc1ccccn1	-1	2	-2	14	11	1	-1.8	2	4
CC(NCCc1ccc(S(N)(=O)=O)cc1)C(=O)NCCc1ccc(F)cc1 (configuration not stated)	4	4	-4	15	-1	1	-5.8	9	4
CC1CCC(NC(=O)Cn2cc3c(n2)CCCC3)CC1 (configuration not stated)	-5	4	4	-3	6	-1	1.4	2	-1

The last 2 entries of the part above are carried over, then new ones follow.
SMILES	pPAFAH inh	BCLXL inh	GLD-1 TGE inh	PAFAH1B2 FP inh	MCL1 BIM primary	Fam108B counter	MEX-5 binding	AHR act	PME-1 primary
CC(NCCc1ccc(S(N)(=O)=O)cc1)C(=O)NCCc1ccc(F)cc1 (configuration not stated)	4	4	-4	15	-1	1	-5.8	9	4
CC1CCC(NC(=O)Cn2cc3c(n2)CCCC3)CC1 (configuration not stated)	-5	4	4	-3	6	-1	1.4	2	-1
CCOc1cc(/C=C2\CCCc3c2nc2ccccc2c3C(=O)O)ccc1OC	11	143*	145*	4	166*	-2	-16	1	-10
CC1=C(CCN2CCN(C3CCCC3)C(CCO)C2)C(C)(C)CCC1 (configuration not stated)	7	6	2	6	3	3	0.9	1	-5
CCOC(=O)c1c(-c2ccc(F)cc2)csc1NC(=O)c1c(-c2ccccc2)noc1C	3	0	-1	-1	0	-1	0.3	3	-1
O=C(COC(=O)c1cncc(Br)c1)NCc1ccco1	5	12	3	3	21	2	-1.0	3	-2
Cc1ccc(S(=O)(=O)NC(=O)NCCCCNC(=O)NS(=O)(=O)c2ccc(C)cc2)cc1	6	4	10	-1	2	1	2.7	-3	1
Oc1ccc(/C=N/Nc2ccc(Cl)nn2)cc1O	3	6	-5	3	7	0	-5.7	6	-1
COC(=O)C1C2C=CC3(CN(c4cccc(Cl)c4)C(=O)C13)O2 (configuration not stated)	-1	5	2	9	6	1	-0.6	2	-2
CCOc1cc(NC(=O)c2ccccc2C)c(OCC)cc1NC(=O)C1=Cc2ccccc2OC1	2	5	13	4	-3	0	-1.5	1	-8
Cc1cccc(-c2noc(CCCC(=O)NC3CCCC3)n2)c1	4	6	6	10	4	-2	-1.6	-2	-1
Cc1cccc(N(CC(=O)NC2CCCCC2)C(=O)c2c(C)noc2C)c1	5	1	1	0	-1	-2	3.1	3	0
O=C(c1ccccc1OCc1ccccc1Br)N1CCN(c2ncccn2)CC1	3	3	-6	1	5	6	-0.2	0	12
Fc1ccccc1/C=N/Nc1nc2ccccc2o1	-1	-4	-10	4	-6	5	-3.5	18	10
O=C(CC(C(=O)O)c1ccc(Cl)cc1)c1ccc(Cl)c(Cl)c1 (configuration not stated)	2	0	-4	11	-8	0	-1.3	3	-4
Cc1ccc(-c2csc(NC(=S)NC(=O)c3cc4ccccc4o3)n2)cc1	3	5	3	8	7	-2	-0.3	-1	5
COc1cc(C(=O)NNC(=S)NC(=O)c2ccccc2C)cc(OC)c1OC	0	-3	-7	6	0	0	0.3	11	-1
COc1c(/C=N/Nc2nc(N3CCCCC3)nc(N3CCCCC3)n2)cccc1[N+](=O)[O-]	5	2	6	-2	4	0	2.1	1	-3
O=S(=O)(c1ccc(F)cc1)N1CCN(CC(O)COc2ccccc2F)CC1 (configuration not stated)	1	2	3	17	6	0	1.1	1	0
CN1CCN(/N=C/c2ccc(Br)cc2)CC1	-2	0	5	3	-5	-1	1.7	6	-3
Fc1ccc(-n2nnc(-c3ccnc4ccccc34)n2)cc1	-2	-5	-3	1	5	-5	-0.1	54*	0
Cc1cccc(N2CCN(C(=O)c3ccoc3C)CC2)c1C	-5	3	3	2	0	-5	1.9	3	-6
O=C(Nc1ccccc1C(=O)N/N=C/c1ccccc1)c1ccco1	-10	0	1	-1	0	-2	-1.9	48*	-59
CCCC[N+](CC#Cc1ccccc1)(CCCC)CCCS(=O)(=O)[O-]	2	6	8	-1	2	-1	-0.2	2	-6
O=C(CSc1ncccc1-c1nc2ccccc2[nH]1)Nc1ccc2c(c1)OCCO2	1	-1	-4	-5	-3	-3	0.6	24	-7
COc1ccc(OC)c(S(=O)(=O)Nc2cccnc2)c1	-1	4	3	1	5	4	0.0	-1	1
Cc1cccc(C2Nc3cccc4cccc(c34)N2)c1	4	9	-4	9	34	13	-2.4	27	11

Compound profiles, from the list above:
Results for CC1(C)CN(C(Cc2ccccc2)C(N)=O)C1=O (configuration not stated) = pPAFAH inh: 4; BCLXL inh: 4; GLD-1 TGE inh: -2; PAFAH1B2 FP inh: 5; MCL1 BIM primary: -4; Fam108B counter: -5; MEX-5 binding: -0.1; AHR act: 0; PME-1 primary: 1
Results for Cc1cccc(-c2noc(CCCC(=O)NC3CCCC3)n2)c1 = pPAFAH inh: 4; BCLXL inh: 6; GLD-1 TGE inh: 6; PAFAH1B2 FP inh: 10; MCL1 BIM primary: 4; Fam108B counter: -2; MEX-5 binding: -1.6; AHR act: -2; PME-1 primary: -1
Results for O=S(=O)(c1ccc(F)cc1)N1CCN(CC(O)COc2ccccc2F)CC1 (configuration not stated) = pPAFAH inh: 1; BCLXL inh: 2; GLD-1 TGE inh: 3; PAFAH1B2 FP inh: 17; MCL1 BIM primary: 6; Fam108B counter: 0; MEX-5 binding: 1.1; AHR act: 1; PME-1 primary: 0

The list continues:
SMILES	pPAFAH inh	BCLXL inh	GLD-1 TGE inh	PAFAH1B2 FP inh	MCL1 BIM primary	Fam108B counter	MEX-5 binding	AHR act	PME-1 primary
Cc1cccc(NC(=O)c2ccc(S(=O)(=O)N3CCC(C)CC3)cc2)n1	4	1	-2	21	7	2	2.6	4	5
COc1ccc(NC(=O)CCN2C(=O)[C@@H]3[C@H](C2=O)[C@H]2C=C[C@@H]3C2)cc1	-1	7	5	0	0	-2	0.9	-1	-4
c1ccc(CCCc2nc(-c3cccnc3)no2)cc1	2	6	12	11	-1	-4	0.1	-4	0
CCCC[C@@H]1CNCCN1CC1(c2ccccc2)CC1	0	17	4	3	13	0	-1.7	-1	-3
CC(=O)N1CCN(S(=O)(=O)c2cccc(C(=O)OCC(=O)N(Cc3ccccc3)C(C)(C)C)c2)CC1	5	·	-1	7	·	·	·	-1	·
Cc1ccc(S(=O)(=O)c2nnn3c2nc(NC2CCN(Cc4ccccc4)CC2)c2ccccc23)cc1C	-19	-2	-11	-19	-2	-38	-0.5	-1	-43
CCc1c(C2(O)CCCCC2)[nH]c2ccc(C#N)cc12	-5	-4	3	-6	-4	-2	-4.1	9	3
Cc1ncsc1CCC(=O)N1CCCC(Nc2ccc(F)c(F)c2)C1 (configuration not stated)	0	3	3	3	2	7	-0.6	-2	5
CC(C)(C)n1nc2c(c1NC(=O)Cc1ccccc1)CS(=O)(=O)C2	-3	5	3	-1	7	-2	·	0	4
COCCN1Cc2cccc(C(=O)Nc3ccc(-c4nc5ccccc5[nH]4)cc3)c2C1=O	2	2	0	-2	-7	1	-0.3	-11	-5
COc1ccc(Br)cc1C(=O)N/N=C/c1ccc2c(c1)n(C)c(=O)n2C	2	-3	4	3	12	5	-0.6	-9	3
Cc1nn(C)c2nc(-c3cccs3)cc(C(F)(F)F)c12	0	1	-2	5	5	9	0.9	1	4

An excerpt. The share of hits here may be higher or lower than overall.
